KDM4E inh – qHTS Assay for Inhibitors of Human Jumonji Domain Containing 2E (JMJD2E) | Lysine-specific demethylase 4E (Homo sapiens), B2RXH2 | JMJD2E catalytic domain, FDH-coupled NADH fluorescence (FDH is formaldehyde dehydrogenase) | Potency, µM (highest dose often 57.1 µM), for inactives: at the top dose activity change, negative = inhibition, most hits filed as inhibitors | hit rate 1.6% among 230,000; active means well fitted inhibition curve with a large enough effect, not every such curve was filed as active; inconclusive means small, poorly fitted or top-dose-only effect, or another doubt; inactive means no such curve, though single readings can be large or run the other way;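 further: 0% = wells with enzyme and -100% = buffer wells without enzyme; nearly all actives have a fitted effect of over 50% in size; many of its hits are not listed in these tables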
Target sequence (B2RXH2 1-337 limits assumed): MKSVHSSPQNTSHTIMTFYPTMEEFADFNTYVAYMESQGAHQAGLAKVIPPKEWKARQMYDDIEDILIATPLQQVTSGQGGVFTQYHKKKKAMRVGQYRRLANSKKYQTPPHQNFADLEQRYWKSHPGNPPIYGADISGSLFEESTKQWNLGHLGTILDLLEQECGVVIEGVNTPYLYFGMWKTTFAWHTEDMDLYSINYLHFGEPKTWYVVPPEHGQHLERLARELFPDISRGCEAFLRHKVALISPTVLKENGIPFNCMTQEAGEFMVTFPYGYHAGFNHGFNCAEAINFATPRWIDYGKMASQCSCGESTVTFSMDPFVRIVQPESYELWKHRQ
Tau fibril ThT – qHTS for Inhibitors of Tau Fibril Formation, Thioflavin T Binding; recombinant tau K18 P301L, heparin-induced fibrillization, ThT fluorescence; Potency, µM (titrated, usually from 57.4 µM), for the others: at the top dose activity, negative = inhibition, hits mostly inhibitors; hit rate 2.1% among 270,000; AID 1460, 2008; Microtubule-associated protein tau (Homo sapiens), P10636; further: on the % scale 0 is the no-effect control and ±100 the full control effect; nearly all actives have a fitted effect of over 55% in size
Target sequence (P10636 561-689 P618L limits assumed): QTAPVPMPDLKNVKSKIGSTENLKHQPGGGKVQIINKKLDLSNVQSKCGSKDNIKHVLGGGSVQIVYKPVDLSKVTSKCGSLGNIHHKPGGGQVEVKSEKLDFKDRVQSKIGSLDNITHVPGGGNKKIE
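Fibril formation assay: tau K18 P301L at 15 uM with trace Alexa 594 label, heparin inducer 20 uM, pH 7 sodium acetate buffer, 37 C for 6 hr; endpoint ThT signal.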
ALDH1A1 block – qHTS Assay for Inhibitors of Aldehyde Dehydrogenase 1 (ALDH1A1); Aldehyde dehydrogenase 1A1 (Homo sapiens), P00352; Purified ALDH1A1, NADH fluorescence, propionaldehyde substrate; Potency, µM (highest dose often 75.3 µM), for the others: at the highest dose activity, negative = inhibition, hits mostly inhibitors; hit rate 7.3% among 220,000; AID 1030, 2008; active means well fitted inhibition curve with a large enough effect, not every such curve was filed as active; inconclusive means small, poorly fitted or top-dose-only effect, or another doubt; inactive means no such curve, though single readings can be large or run the other way;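 further: plate controls were no enzyme wells and a reference inhibitor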
Target sequence (P00352 whole entry, looked up): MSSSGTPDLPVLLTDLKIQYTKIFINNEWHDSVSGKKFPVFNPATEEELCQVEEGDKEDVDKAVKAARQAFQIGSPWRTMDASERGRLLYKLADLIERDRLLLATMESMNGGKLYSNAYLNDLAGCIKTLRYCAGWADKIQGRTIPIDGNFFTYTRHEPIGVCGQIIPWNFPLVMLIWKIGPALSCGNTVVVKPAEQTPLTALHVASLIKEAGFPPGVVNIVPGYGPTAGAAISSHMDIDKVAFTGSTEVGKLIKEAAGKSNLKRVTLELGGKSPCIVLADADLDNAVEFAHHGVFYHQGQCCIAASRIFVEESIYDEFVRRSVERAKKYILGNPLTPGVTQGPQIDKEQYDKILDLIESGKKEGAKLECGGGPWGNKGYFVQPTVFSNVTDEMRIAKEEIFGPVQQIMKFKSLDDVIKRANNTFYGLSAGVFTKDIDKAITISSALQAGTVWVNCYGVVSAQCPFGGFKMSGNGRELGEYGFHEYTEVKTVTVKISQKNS
Tau fluor cs – Counterscreen qHTS for Inhibitors of Tau Fibril Formation, Fluorescence Polarization; tau K18 P301L (four-repeat tau fragment) Alexa594 fluorescence, heparin fibrillization; Potency, µM (top dose mostly 57.7 µM), inactives show at the highest dose activity change, negative = decrease; hit rate 0.93% among 280,000; further: on the % scale 0 is the no-effect control and ±100 the full control effect; nearly all actives have a fitted effect of over 55% in size
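Human K18 P301L tau (15 uM unlabeled plus 0.24 uM Alexa 594-labeled, final) in 100 mM sodium acetate pH 7 was mixed with compound and 20 uM heparin and incubated 6 hr at 37 C.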
HttQ103 aggreg – qHTS Multiplex Assay to Identify Dual Action Probes in a Cell Model of Huntington: Aggregate Formation (GFP); AID 1688, 2009; Potency, µM (titrated, usually from 46.1 µM), for the others: at the top dose activity change, negative = inhibition, actives largely listed as inhibitors; hit rate 1.1% among 220,000; PC12 HttQ103-GFP aggregates, Acumen cytometry, 40 h; further: on the % scale 0 is the no-effect control and ±100 the full control effect; nearly all actives have a fitted effect of over 60% in size
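PC12 cells with ecdysone-inducible HTT exon1 Q103-GFP, induced by 100 nM tebufenozide, given compounds in a concentration series. GFP aggregates (1–25 um, 6 SD above background) counted in lysates by laser-scanning cytometry, 488 nm excitation.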
Tau fibril FP – qHTS for Inhibitors of Tau Fibril Formation, Fluorescence Polarization. Microtubule-associated protein tau (Homo sapiens), P10636. K18 P301L tau heparin fibrillization, Alexa594 FP, 6 h. Potency, µM (doses to about 57.7 µM), without a hit: top-dose activity, negative = inhibition, hits mostly inhibitors. hit rate 0.39% among 280,000. AID 1468, 2008; further: on the % scale 0 is the no-effect control and ±100 the full control effect; nearly all actives have a fitted effect of over 55% in size
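Quantitative HTS format: compounds meet 15 uM recombinant K18 P301L tau and Alexa 594-tau tracer in 100 mM sodium acetate pH 7; 20 uM heparin triggers fibrillization at 37 C over 6 hr; FP gives the signal.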
SMN2 splice up – qHTS Assay for Enhancers of SMN2 Splice Variant Expression. Potency, µM (top dose mostly 46.1 µM), without a hit: at the highest dose activity change, positive = activation, hits mostly activators. HEK293 SMN2-luciferase splicing reporter, luminescence, 30-36 h. hit rate 2.8% among 210,000; further: % of control where 0% means no effect; nearly all actives have a fitted effect of over 55% in size
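HEK293 cells carry an SMN2 […]–luciferase reporter in which exon 7 inclusion puts luciferase in frame. Cells were plated 10-12 h before compound addition, then incubated 30-36 h at 37C. ONE-Glo luminescence was read; sodium butyrate at 4.5 mM final served as control.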
HTT cytoprotect – qHTS Multiplex Assay to Identify Dual Action Probes in a Cell Model of Huntington: Cytoprotection (ATP) | PC12 HTT-Q103 induced, cytoprotection, ATP luminescence, 40 h | Potency, µM (titrated, usually from 56.4 µM), without a hit: cytoprotection (ATP increase), most hits filed as activators | hit rate 0.14% among 230,000 | AID 1471, 2008;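 further: % of control where 0% means no effect; nearly all actives have a fitted effect of over 45% in size; toxic huntingtin expression switched on by the ecdysone agonist tebufenozide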
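Huntington model: PC12 line, ecdysone-inducible HTTQ103 exon1–GFP, tebufenozide 100 nM. Test articles in a dose series. Endpoint luminescence from cellular ATP.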
Starred values were filed as active, the others as inactive; u = inconclusive; x = no result given; & = joins results of further samples; [ ] = dose if it differs, or a comment. Unless noted, the call rests on the fitted dose curve; in most records, active means well fitted curve in the direction sought with a large enough effect; inconclusive means small, poorly fitted or top-dose-only effect, or another doubt; inactive means no such curve, though single readings can be large; an effect the other way counts as inactive or inconclusive. Potency means the concentration at half of the fitted maximal effect. Only part of the results is shown; rates above refer to the full screens.

SMILES	KDM4E inh	Tau fibril ThT	ALDH1A1 block	Tau fluor cs	HttQ103 aggreg	Tau fibril FP	SMN2 splice up	HTT cytoprotect
CCc1c(C)nc(SCC(=O)N2CCCCC2CC)[nH]c1=O (stereo not given)	-4%	x	x	13%	-19%[9.22 µM]	2%	x	-15%[10 µM]
CN(C)CCn1c(C(=O)O)cc2ccccc21	-29%	-7%	u	0%	26%	2%	11%	-16%
CC(=O)Oc1ccc2ccccc2c1C(NC(=O)Cc1ccccc1)c1ccccc1Cl (stereo not given)	-10%	-3%	-2%	-7%	u	-4%	9%	-59%[inhibitor]
O=C1CC(c2ccsc2)c2cc3c(cc2N1)OCCO3 (stereo not given)	-1%	-1%	-4%	3%	u	1%	-2%	-17%[10 µM]
CCOC(=O)c1cnn(-c2ccccc2)c1NC(=O)C(F)(F)C(F)(F)C(F)(F)F	u	0%	u	-7%	u	2%	-23%	-17%
CC(OC(=O)c1cccn1C)C(=O)Nc1ccc2c(c1)OCO2 (stereo not given)	4%	-2%	4%	1%	-3%	9%	-24%	-45%[inhibitor]
Cc1ccc(N2CCN(S(=O)(=O)N3CCOCC3)CC2)cc1C	12%	u	0%	-30%	-14%	2%	x	-23%
CC1CCCCN1c1ccc(N)cc1C(N)=O (stereo not given)	-3%	-12%	4%	9%[2.34 µM]	4%[9.22 µM]	3%[2.34 µM]	x	-13%[10 µM]
COc1ccc(CNc2nc(-c3ccccc3)nn2S(=O)(=O)c2ccccc2)cc1	x	3%	x	-20%	x	u	10%	x
CC(=O)[C@H]1CC[C@H]2[C@@H]3C=CC4=CC(=O)CC[C@@]4(C)[C@H]3CC[C@]12C	3%[25.5 µM]	x	u	x	-2%[20.6 µM]	x	-10%[20.6 µM]	u
COC(=O)CSc1nnc(CNc2ccc(F)cc2)o1	2%	-10%	7%	-7%	-5%	9%	26%	4%
Cc1ccc(C)c(NC(=S)NNC(=O)c2cc3c(s2)CCC(C)C3)c1 (stereo not given)	17%	u	22µM*	-18%	-8%	10%	x	25%[10 µM]
Cc1cc(C)c2c(CCl)cc(=O)oc2c1	u	-18%	x	-8%	-4%[9.22 µM]	13%	x	7%[10 µM]
O=S(=O)(c1ccc(F)cc1F)N1CCCN(c2ccc(C(F)(F)F)cn2)CC1	-7%	-5%	x	-18%	29%[9.22 µM]	9%	x	8%[10 µM]
Cc1ccc(C)c(NC(=S)Nc2ccc(S(=O)(=O)Nc3ncccn3)cc2)c1	0%	3%	10%	9%	14%	-2%	8%	11%[10 µM]
CC(=O)Nc1ccc(SCC(=O)Nc2ccccc2-c2ccccc2)cc1	-27%	5%	-10%	0%	-11%	1%	-29%	-14%[1.9 µM]
COC(=O)c1[nH]c2ccc(Br)cc2c1NC(=O)CN1CCN(C2CCCCC2)CC1	-10%	1%	-5%	-12%	u	7%	14%	-88%[inhibitor]
CCCC12CN(C(=O)c3ccc([N+](=O)[O-])cc3)CC(C)(CN(C(=O)c3ccc([N+](=O)[O-])cc3)C1)C2=O	-4%	-8%	x	-8%	-12%[9.22 µM]	-1%	x	3%[10 µM]
COc1ccc(NC(=O)c2ccc(Cn3cc(Cl)cn3)cc2)cc1	7%	2%	-6%	20%[2.34 µM]	12%[9.22 µM]	6%	x	19%[10 µM]
CC(C)(C)n1nnnc1C(c1ccc(C(F)(F)F)cc1)N(Cc1ccc(F)cc1)Cc1ccco1 (stereo not given)	-7%	-3%	3%	-5%	16µM*	5%	-82%[inhibitor]	-17%[10 µM]
Cn1c(/C=N/c2nc3ccccc3[nH]2)nc2ccccc21	-1%	-4%	-11%	6%	-20%	2%	24%	-15%
COc1ccc(CN2CCn3ncc(C(=O)Nc4ccc(Cl)cc4Cl)c3C2=O)cc1	u	-1%	u	-8%	u	-9%	-1%	-2%
CC(C)(C)N1CC(c2nc3ccccc3n2CCOc2ccccc2)CC1=O (stereo not given)	5%	-9%	3.2µM*	-16%	8%	0%	3%	-14%[10 µM]
COc1ccc2c(c1)-c1nc(/N=C/c3cccc(OC)c3O)sc1CC2	2%	6%	11µM*	3%	-8%	-1%	2%[1.84 µM]	-14%[10 µM]

Results in HTT cytoprotect and Tau fluor cs (two entries from above):
| smiles | HTT cytoprotect | Tau fluor cs |
| --- | --- | --- |
| O=S(=O)(c1ccc(F)cc1F)N1CCCN(c2ccc(C(F)(F)F)cn2)CC1 | 8%[10 µM] | -18% |
| Cc1ccc(C)c(NC(=S)Nc2ccc(S(=O)(=O)Nc3ncccn3)cc2)c1 | 11%[10 µM] | 9% |

The list continues.
SMILES	KDM4E inh	Tau fibril ThT	ALDH1A1 block	Tau fluor cs	HttQ103 aggreg	Tau fibril FP	SMN2 splice up	HTT cytoprotect
COCC(C)NC(=O)c1cc(-c2ccc(OC)c(OC)c2)on1 (stereo not given)	5%	-14%	10%	-14%	23%	-4%	6%	-3%[10 µM]
Cc1ccc(CNC(=O)C(C)n2nc(C)n3c(cc4sccc43)c2=O)cc1 (stereo not given)	x	1%	x	-2%	x	1%	0%	x
O=S(=O)(Nc1nccs1)c1ccc(F)cc1	0%	6%	-6%	-1%[2.34 µM]	31%[9.22 µM]	-4%	x	38%[10 µM]
Fc1ccc(CSc2nc3ncccc3[nH]2)cc1	-3%	-3%	-12%	-3%	-15%	-12%	u	-33%[inhibitor]
COCCN1C(=O)C(=O)/C(=C(/O)c2cccc(OC)c2)C1c1ccncc1 (stereo not given)	u	2%	u	-1%	-5%	-3%	-18%	-19%[10 µM]
CCc1nn(C)c2c(=O)c(=O)c2n(C)[nH]1	4%	x	x	-24%	34%[9.22 µM]	-11%	x	10%[10 µM]
Cc1cc(C(=O)O)ccc1-c1ccc(/C=C2\NC(=O)N(Cc3ccccc3Cl)C2=O)o1	-4%	10%	0%	7%	20%	4%	5%	x
O=C(Nc1nncs1)c1cccc(S(=O)(=O)N2CCc3ccccc32)c1	-4%	2%	14%	-10%	8%	-7%	16%	-45%
O=C1CCCc2nc(N3CCN(C(c4ccccc4)c4ccccc4)CC3)ncc21	-17%	-25%	u	-13%	u	3%	-45%[inhibitor]	-7%[0.074 µM]
c1ccc(COc2ccccc2CNC2CCCC2)cc1	-5%	13%	-3%	2%	3%	-7%	-23%	-26%
Cc1n[nH]c(C)c1S(=O)(=O)N1CCCC(C(=O)N2CCN(c3ccc(Cl)cc3)CC2)C1 (stereo not given)	-8%	-5%	u	-11%	-10%	-4%	x	-12%
CCC(Sc1ncnc2c1nnn2-c1ccc(F)cc1)C(=O)OC (stereo not given)	6%	u	-14%	-20%	22%	-8%	7%	-18%
CC(=O)CSc1ncnc2sc3c(c12)CCCC3	-15%	-11%	5%	-7%	6%[9.22 µM]	-3%	-13%	10%[10 µM]
Cc1ccc(-c2cc(C(=O)Nc3ccc(S(=O)(=O)Nc4nc(C)cc(C)n4)cc3)c3ccccc3n2)cc1	u	-3%	-12%	-13%	u	-6%	14µM*	9%[10 µM]
CCc1ccc(OCCCC(=O)Nc2ccc(N3CCCCC3)cc2)cc1	1%	u	6%	-15%	-4%	1%	-22%	-13%
O=C(O)c1c(C(=O)O)c2ccccc2[nH]c1=O	u	-11%	-5%	-3%	x	-2%	15%	-1%
CCc1ccc(-c2nnn(Cc3nc4ccccc4s3)n2)cc1	u	u	2%	-14%	u	4%	-9%	-4%[10 µM]
Cc1cc(C)c(/C=C(\C#N)C(N)=S)c(C)c1	-3%	5%	0%	7%	2%	-2%	1%	x
O=C(CCNC(=O)c1ccc([N+](=O)[O-])cc1)Nc1nccs1	-3%	-7%	1%	-3%	22%	2%	-1%	0%
COCCn1c(N)c(N(Cc2ccccc2)C(=O)Cc2c(Cl)cccc2Cl)c(=O)[nH]c1=O	1%	7%	11%	8%	15%	2%	26%	-6%
COC(=O)c1[nH]c2cc(OC)ccc2c1NC(=O)CN1CCC(C(N)=O)CC1	u	-3%	0%	-4%	16%	5%	-13%	9%
O=c1[nH]cnc2c1ncn2C1CC(O)C(CO)O1 (stereo not given)	1%	-1%	9%	-5%	x	-2%	3%	x
N/C(Cc1ccc([N+](=O)[O-])cc1)=N\OC(=O)c1ccc2ccccc2c1	u	-17%	-7%	u	-19%	-2%	-1%	-28%
CC(=O)c1ccc(NS(=O)(=O)c2ccc(C(C)(C)C)cc2)cc1	0%	-17%	13µM*	u	-28%	-13%	x	20%
CCc1ccc(NC(=O)N(C2CCCCC2)C(C)c2cccnc2)cc1 (stereo not given)	-2%	7%	-3%	-11%	1%	4%	-21%	-2%
CCOC(=O)C(C)n1cnc2c(cnn2-c2ccc(Cl)cc2)c1=O (stereo not given)	u	-4%	u	-1%	-13%	-3%	-23%	13%[10 µM]
Nc1ccn([C@H]2CC[C@@H](CO)O2)c(=O)n1	3%&4%&6%&2%	-1%&-3%&-1%&-11%&-2%	2%&5%&8%&4%&5%	-4%&-1%&-1%&-11%&5%	11%	u	8%&6%&-6%	u
COC(=O)c1sc(C(C)(C)C)cc1CS(=O)(=O)c1ccc(Cl)cc1	2%	-21%	x	u	-12%[9.22 µM]	-10%	x	-9%[10 µM]
COc1cc(SC)ccc1C(=O)NCCOc1ccc(C)c(C)c1	-2%	u	-7%	-14%	-18%	5%	-1%	-8%[1.9 µM]
Cc1ccc(C(=O)NN2CCOCC2)cc1	9%	-2%	-5%	2%	-8%	0%	6%	-28%
CCCNC(=O)NCc1ccc(N2CCCC2=O)cc1	4%	-12%	11%	-10%	12%	-7%	7%	-2%[10 µM]
CCOC(=O)Cn1c(S(=O)(=O)Cc2ccc(Cl)cc2)nc(-c2ccccc2)c1-c1ccccc1	8%	-8%	9%	-16%	-32%	-1%	24%	-26%
O=C(c1cccnc1)N1CCN(S(=O)(=O)c2ccc3ccccc3c2)CC1	12%	-4%	-8%	4%	-10%	-1%	-31%[inhibitor]	5%
